HCV inhibitor: qHTS Assay for Inhibitors of Hepatitis C Virus (HCV) | AID 651820, 2012 | Huh7.5.1 HCVcc-Cre infection, luciferase reporter, 44 h | 340,000 compounds, 3.4% hits | Potency, µM (titrated, usually from 41.8 µM), for the others: at the highest dose activity change, negative = inhibition, hits mostly inhibitors; further: potency means the concentration at half of the fitted maximal effect; on the % scale 0 is the no-effect control and ±100 the full control effect
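1,000 cells/well; 4 h culture; + compound; + HCVcc-Cre (~0.5 moi); 44 h; luciferase substrate, RT 15 min; read 15 sec.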
TbPYK inhibitor: qHTS of Trypanosoma Brucei Inhibitors. pyruvate kinase (Trypanosoma brucei), Q57TT1. TbPYK enzyme, Kinase-Glo Plus ATP luminescence, 45 min. Potency, µM (doses to about 76.8 µM), for the others: at the top dose activity, negative = inhibition, usual class: inhibitors. AID 624173, 2012. 410,000 compounds, 0.12% hits; further: potency means the concentration at half of the fitted maximal effect; on the % scale 0 is the no-effect control and ±100 the full control effect; nearly all actives have a fitted effect of over 50% in size
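Quantitative HTS: titrated library compounds versus trypanosomal pyruvate kinase in TEA buffer (pH 7.2) containing KCl, MgCl2, BSA and Tween-20. Reactions were initiated with ADP, 130 uM final. Kinase-Glo Plus luminescence was read after 45 min at RT.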
Shiga toxin inh: A qHTS for Small Molecule Inhibitors of Shiga Toxin | AID 2315, 2010 | 290,000 compounds, 9.2% hits | inhibition, % at 38.7 µM | Vero cells, Shiga toxin protein synthesis inhibition reporter; in the data active means inhibition mostly above about 28%, no sharp cut-off; inactive means mostly below about 43%; further: 0% is about no effect
LmPK inhibitor: qHTS Assay for Inhibitors of Leishmania Mexicana Pyruvate Kinase (LmPK); Q27686; AID 1721, 2009; Potency, µM (highest dose often 57.5 µM), for the others: at the highest dose activity change, negative = inhibition, most hits filed as inhibitors; purified LmPK, Kinase-Glo ATP luminescence, 1 h; 290,000 compounds, 0.37% hits; further: potency means the concentration at half of the fitted maximal effect; on the % scale 0 is the no-effect control and ±100 the full control effect
Target sequence (Q27686 whole entry, looked up): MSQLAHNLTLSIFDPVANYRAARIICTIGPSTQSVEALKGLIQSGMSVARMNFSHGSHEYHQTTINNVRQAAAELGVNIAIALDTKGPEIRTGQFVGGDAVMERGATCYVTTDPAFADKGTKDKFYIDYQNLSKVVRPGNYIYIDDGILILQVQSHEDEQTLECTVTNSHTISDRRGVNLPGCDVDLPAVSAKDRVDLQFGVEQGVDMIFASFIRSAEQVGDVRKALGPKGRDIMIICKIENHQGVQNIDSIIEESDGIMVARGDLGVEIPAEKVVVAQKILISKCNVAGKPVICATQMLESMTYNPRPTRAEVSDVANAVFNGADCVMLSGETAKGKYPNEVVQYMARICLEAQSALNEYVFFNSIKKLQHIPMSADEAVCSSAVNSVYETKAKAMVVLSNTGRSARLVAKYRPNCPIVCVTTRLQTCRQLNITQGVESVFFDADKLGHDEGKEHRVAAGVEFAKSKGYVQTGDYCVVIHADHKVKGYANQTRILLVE
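Purified LmPK (0.1 nM) converted ADP (0.1 mM) to ATP with PEP (0.5 mM) in imidazole buffer pH 7.2 with KCl and MgCl2, 1 h at room temperature. ATP was read by Kinase-Glo luminescence; data normalized to uninhibited and no-enzyme controls.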
CHX counter: Cycloheximide Counterscreen for Small Molecule Inhibitors of Shiga Toxin; cell reporter, cycloheximide protein synthesis inhibition counterscreen; max response, %; 300,000 compounds, 12% hits; AID 2314, 2010; in the data active means max response mostly above about 13%, no sharp cut-off; inactive means mostly below about 14%; further: read at 38.3 µM for the half of the compounds with a filed dose; 0% is about no effect
Pf growth 48h: Primary qHTS for delayed death inhibitors of the malarial parasite plastid, 48 hour incubation | 310,000 compounds, 5.9% hits | AID 504832, 2011 | P. falciparum luciferase growth in erythrocytes, 48 h | Potency, µM (titrated, usually from 28.7 µM), inactives show at the highest dose activity change, negative = inhibition, usual class: inhibitors; further: potency means the concentration at half of the fitted maximal effect; on the % scale 0 is the no-effect control and ±100 the full control effect
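A one-generation exposure of luciferase-tagged malaria parasites in RPMI 1640/Albumax erythrocyte culture, 37 C and 5% CO2. Inhibition is inferred from decreased luminescence after adding detection reagent.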
Pf growth 96h: Primary qHTS for delayed death inhibitors of the malarial parasite plastid, 96 hour incubation. P. falciparum luciferase reporter growth, 96 h. Potency, µM (doses to about 28.7 µM), without a hit: top-dose activity change, negative = inhibition, actives largely listed as inhibitors. 320,000 compounds, 6.9% hits; further: potency means the concentration at half of the fitted maximal effect; on the % scale 0 is the no-effect control and ±100 the full control effect
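Erythrocytes infected with luciferase-expressing P. falciparum were dispensed at 2% hematocrit and 0.05% parasitemia (final), then incubated with compounds 96 hours at 37 C in 5% CO2. Luminescence after detection reagent addition reported growth.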
The depositor's hits bear a star; ? = inconclusive; . = not tested or not shown; [ ] = dose if it differs, or a comment. Unless noted, the call rests on the fitted dose curve; in most records, active means well fitted curve in the direction sought with a large enough effect; inconclusive means small, poorly fitted or top-dose-only effect, or another doubt; inactive means no such curve, though single readings can be large; an effect the other way counts as inactive or inconclusive.

No. | structure | LmPK inhibitor | CHX counter | HCV inhibitor | Pf growth 96h
1 | CCn1c(SCC(=O)Nc2ccc(N(C)C)cc2)nnc1C1CC1 | -7% | 2 | -10% | -28%
2 | O=C(OCC#CCSc1nnc(-c2cccc3ccccc23)o1)c1cnc[nH]1 | . | . | . | ?
3 | CCN(CC)CCCNC(=O)c1cc(Nc2ccc(OC)cc2OC)nc2ccccc12 | 8% | -3 | -27% | ?
4 | O=C(O)c1cc(NN=C2c3ccccc3-c3ccccc32)ccc1Cl | 7% | 8 | -1% | 7%
5 | COc1ccc(C(C)(C)C)cc1NC(=O)COC(=O)c1ccc([N+](=O)[O-])o1 | 5% | -2 | -3% | 22%
6 | Cc1cccc(N2CCN(C(=O)C(Cc3ccccc3)NC(N)=O)CC2)c1C (stereo unspecified) | -3% | -3 | -14% | 12%
7 | Cc1cccc(-c2nc3c(c(SCC(=O)N4CCCC4)n2)COC(C)(C)C3)c1 | 0% | -3 | 10% | ?
8 | O=C1CC(NS(=O)(=O)c2ccc3ccccc3c2)CN1c1ccccc1 (stereo unspecified) | . | . | -12% | 44%[activator]
9 | CC(C)[C@H](NC(=O)N1CCn2c1nc1ccccc12)C(=O)NC1CC1 | 9% | 13* | ? | -13%
10 | Cc1cc(=O)[nH]c(SC(C)C(=O)Nc2cccc3ccccc23)n1 (stereo unspecified) | 6% | -1 | 4% | -3%

No. | TbPYK inhibitor | Shiga toxin inh | Pf growth 48h
1 | -7% | 1 | 12%
2 | 2% | . | ?
3 | -1% | -7 | 11%[0.00184 µM]
4 | -1% | 20 | 24%
5 | -5% | 31 | -12%
6 | 1% | 12 | 13%
7 | -12% | 14 | -44%
8 | 6% | . | 0%
9 | -2% | 26 | -3%
10 | -4% | 13 | 22%

One compound at a time, from the list above. Screens in order: LmPK inhibitor	CHX counter	HCV inhibitor	Pf growth 96h	TbPYK inhibitor	Shiga toxin inh	Pf growth 48h
`O=C1CC(NS(=O)(=O)c2ccc3ccccc3c2)CN1c1ccccc1` (stereo unspecified) is listed with .	.	-12%	44%[activator]	6%	.	0%
`Cc1cc(=O)[nH]c(SC(C)C(=O)Nc2cccc3ccccc23)n1` (stereo unspecified) is listed with 6%	-1	4%	-3%	-4%	13	22%
`Cc1cccc(N2CCN(C(=O)C(Cc3ccccc3)NC(N)=O)CC2)c1C` (stereo unspecified) is listed with -3%	-3	-14%	12%	1%	12	13%
`COc1ccc(C(C)(C)C)cc1NC(=O)COC(=O)c1ccc([N+](=O)[O-])o1` is listed with 5%	-2	-3%	22%	-5%	31	-12%
`CC(C)[C@H](NC(=O)N1CCn2c1nc1ccccc12)C(=O)NC1CC1` is listed with 9%	13*	?	-13%	-2%	26	-3%

(listing goes on)
No. | structure | LmPK inhibitor | CHX counter | HCV inhibitor | Pf growth 96h
11 | COc1ccc(C(=O)N2N=C3CC(C)(C)OCC3C2c2ccccc2)cc1 (stereo unspecified) | 2% | 1 | -9% | ?
12 | Cn1nnnc1SCC(=O)Nc1ccccc1Cl | 7% | 17 | -3% | 9%
13 | COc1cccc(CN(C)CC(=O)Nc2ccccc2N2CCOCC2)c1OC | -2% | 3 | -29% | 41%[1.15 µM]
14 | O=C1CC(Sc2nnnn2C2CCCCC2)C(=O)N1c1ccccc1 (stereo unspecified) | 6% | 1 | ? | 34%[activator]
15 | Cc1ccc(S(=O)(=O)N2CCN(C(=O)C3CSC4(C)CCC(=O)N34)CC2)cc1C (stereo unspecified) | . | . | 7% | 2%
16 | C=CCc1cc(C)ccc1OCCOCCn1ccnc1 | -1% | -2 | ? | -9%
17 | Cc1ccc(S(=O)(=O)NC2CCCCCC2)cc1C(N)=O | 4% | -2 | 1% | ?
18 | Cc1ccc(C)c2[nH]c(=O)c(CN(Cc3cccnc3)C(=S)NCc3ccco3)cc12 | -1% | -11 | 2% | 3.7µM*
19 | O=c1nc(Nc2ccc(Br)cc2)sc2ccc([N+](=O)[O-])cc12 | 0% | -2 | -1% | 13%
20 | O=C(CCCc1nc2ccccc2s1)NCc1ccccc1 | 2% | 11 | 19% | 4%

No. | TbPYK inhibitor | Shiga toxin inh | Pf growth 48h
11 | -13% | -9 | -13%
12 | 1% | 5 | 16%
13 | 6% | 8 | 33%[1.15 µM]
14 | -12% | 5 | 9%
15 | -1% | . | -14%
16 | 7% | -5 | -9%
17 | 2% | -4 | 23%
18 | -13% | -7 | 9.3µM*
19 | -14% | 5 | ?
20 | -2% | 15 | 4%

Next part:
No. | structure | LmPK inhibitor | CHX counter | HCV inhibitor | Pf growth 96h
21 | COc1cc(SC)ccc1C(=O)NCCN1CCOCC1 | 0% | 6 | -25% | 1%
22 | COc1ccc(C(=O)C2CCCN(Cc3cnc(C)s3)C2)cc1OC (stereo unspecified) | -5% | -1 | -3% | 15µM*
23 | CCOC(=O)c1sc2nc(C)nc(SCC(N)=O)c2c1C | 1% | -4 | 6% | -8%
24 | CNS(=O)(=O)c1cccc(C(=O)NCC(c2cccs2)N2CCOCC2)c1 (stereo unspecified) | . | . | -1% | 24%
25 | CCC(=O)Nc1cc(C(=O)OCC(=O)c2ccc(Cl)cc2Cl)ccc1C | 0% | 1 | 15% | 138%[activator]
26 | COc1ccc(C(=O)Nc2ccc(C)c(S(=O)(=O)N3CCCCCC3)c2)cc1 | 3% | 9 | 32µM* | 0%
27 | CC1CCN(C(=O)CSc2nnc(-c3ccccc3F)o2)CC1 | 1% | 15 | 16% | 29%
28 | C=CCN1c2ccccc2[C@]23C[C@@H](C(=O)OC)N(C(=O)C4CCC4)C2=NC(C(=O)OC)=C(C(=O)OC)[C@H]13 | 0%[11.5 µM] | -3 | 17% | 34%[activator]
29 | COc1cccc(NC(=O)CN2CCc3ccccc3C2)c1 | -4% | 17* | -1% | -12%
30 | CC(C)Cc1ccc(CN2CCCC(NC(=O)CCn3cnnn3)C2)cc1 (stereo unspecified) | 0% | 11 | -5% | 7%

No. | TbPYK inhibitor | Shiga toxin inh | Pf growth 48h
21 | 4% | 40 | 17%
22 | 7% | -13 | 4%
23 | 6% | -12 | 1%
24 | -1% | . | -1%
25 | 6% | -16 | 25%
26 | 4% | 28 | ?
27 | -9% | 56* | 22%
28 | -3% | -3 | -7%
29 | -4% | 24 | -5%
30 | 2% | -14 | 24%

Later entries:
No. | structure | LmPK inhibitor | CHX counter | HCV inhibitor | Pf growth 96h
31 | COc1ccc(OC)c(N=C(N)N=C(N)N)c1 | -1% | 1 | 5% | ?
32 | NC(=O)[C@@H]1CC2(CC(c3cccc(NC(=O)[C@H]4CCC(=O)N4)c3)=NO2)CN1C(=O)c1ccc(Cl)cc1 (stereo partly specified) | 0% | -5 | 11% | 14%
33 | Cn1nnnc1SCC(=O)N1c2ccccc2Sc2ccc(Cl)cc21 | 0% | 11 | ? | 80%[activator]
34 | O=C(N1CCOCC1)N1CCN(c2ccc(F)cc2)CC1 | -2% | -4 | 15% | 56%[activator]
35 | O=C1C2C3C=CC(C3)C2C(=O)N1c1cccc2cccnc12 (stereo unspecified) | -1% | -4 | -3% | 5.9µM*
36 | CC(NCC(=O)NCCc1ccc(S(N)(=O)=O)cc1)c1ccc(F)cc1 (stereo unspecified) | -9% | 6 | 16% | -7%
37 | COc1ccc(/C=N/Nc2nc3ccccc3o2)cc1OC | 2% | 32* | -4% | .
38 | CC(C)(C)CC(C)(C)NC(=O)c1ccccc1 | -1% | -2 | 2% | -9%
39 | Cc1ccc(S(=O)(=O)N2CCN(C(=O)c3cccc(F)c3)CC2)cc1 | -1% | -3 | 9% | 24%
40 | O=S(=O)(NCCN1CCOCC1)c1cccs1 | -6% | -3 | 13% | 16%

No. | TbPYK inhibitor | Shiga toxin inh | Pf growth 48h
31 | 1% | -22 | -13%
32 | 4% | -4 | 45%[activator]
33 | -4% | 9 | ?
34 | 1% | -15 | .
35 | 2% | 19 | 0%
36 | -26% | 7 | 14%
37 | -2% | 101* | 136%[activator]
38 | 1% | 14 | 1%
39 | -2% | -16 | -10%
40 | -7% | -9 | 4%

Individual results from the list.
`O=C(CCCc1nc2ccccc2s1)NCc1ccccc1` in Pf growth 48h is entered as 4%
`CCOC(=O)c1sc2nc(C)nc(SCC(N)=O)c2c1C` in CHX counter is entered as -4

Carrying on:
No. | structure | LmPK inhibitor | CHX counter | HCV inhibitor | Pf growth 96h
41 | COc1ccc(NC(=O)COc2cccc(C(F)(F)F)c2)cn1 | . | . | 19% | 0%
42 | COc1cccc(/C=N/NC(=O)CSc2ccccc2C)c1OC | -2% | -2 | 24% | 2%
43 | O=C(Cn1nc(-c2ccccc2)ccc1=O)Nc1ccc(NC(=O)c2ccccn2)cc1 | 1% | 2 | ? | -1%
44 | Nc1nc(SCC(=O)NCc2ccccc2)n[nH]1 | -3% | -2 | 1% | 0%
45 | CCOC(=O)N1CCN(C2CC(=O)N(c3ccc(C)cc3)C2=O)CC1 (stereo unspecified) | -5% | -3 | 14% | .
46 | CCN(CC(=O)Nc1ccccc1C(F)(F)F)C(=O)CN1C(=O)NC(C)(c2ccccc2)C1=O (stereo unspecified) | . | . | -9% | 8%
47 | COc1ccc(C(=O)n2c(C)c(CCO)c(=O)n2C)cc1 | 3% | 7 | 18% | 0%
48 | CCCCCCn1c(=O)c(Cc2ccccc2)c(O)c2ccccc21 | 11% | 11 | 12% | -9%
49 | O=C(NC1CCCC1)C(c1ccccc1)N(C(=O)c1csnn1)c1ccccc1F (stereo unspecified) | 2% | -2 | 2% | -20%
50 | CCOc1ccc(N(CC)S(=O)(=O)c2ccc3c(c2)n(C)c(=O)c(=O)n3C)cc1 | -1% | 1 | 28% | ?

No. | TbPYK inhibitor | Shiga toxin inh | Pf growth 48h
41 | 7% | . | ?
42 | -6% | 37 | 5%
43 | 2% | 18 | 23%
44 | -6% | -9 | 17%
45 | -5% | 2 | 11%
46 | -1% | . | 34%[activator]
47 | -3% | 29 | 65%[activator]
48 | 3% | -11 | ?
49 | -4% | -3 | -3%
50 | 0% | -7 | .

(listing goes on)
No. | structure | LmPK inhibitor | CHX counter | HCV inhibitor | Pf growth 96h
51 | Cc1cc(C)n(-c2nnc(C)n2/N=C/c2ccc(O)cc2)n1 | 1% | 7 | 21% | 31%[activator]
52 | Cc1ccc(C(=O)OCC(=O)c2c(N)n(C)c(=O)n(C)c2=O)cc1S(=O)(=O)N1CCOCC1 | . | . | 0% | ?
53 | CCCCC(=O)Oc1c(S(=O)(=O)c2ccc(C)cc2)c(C)nn1C(C)(C)C | 5% | -3 | ? | 3%
54 | COc1ccc(C2=CC(=O)C[C@H](c3ccc(OC)cc3)C2)cc1 | . | . | ? | 47%[activator]
55 | C#CCn1c(-c2cccs2)nc2ccccc21 | -5% | -4 | -18% | -9%
56 | CS(=O)(=O)N(CC(=O)Nc1cccc([N+](=O)[O-])c1)c1ccccc1 | 2% | -4 | -6% | 26%

No. | TbPYK inhibitor | Shiga toxin inh | Pf growth 48h
51 | -1% | 32 | 35%[activator]
52 | -21% | . | ?
53 | -2% | -6 | -3%[0.00184 µM]
54 | 0% | . | 10%
55 | -2% | -7 | ?
56 | 0% | 13 | 16%

Compound activity (PubChem)
